IL1B secr inh: qHTS for Inhibitors of Inflammasome Signaling: IL-1-beta AlphaLISA Primary Screen | THP-1 LPS/ATP IL-1B secretion, AlphaLISA, 16 h; stronger effect = lower value | activity change, % at 57.5 µM | hit rate 4.7% among 360,000; in the data active = activity change below about -50%; inconclusive = mostly about -30% to -49%; note: % is set by controls: 0 for no effect and ±100 for the full control effect
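Secreted IL-1B measured by AlphaLISA bead assay after 16 h compound exposure of THP-1 cells; compounds (final up to 57.5 uM) added 1 h before LPS (250 ng/mL) and ATP (1.25 mM) stimulation; lower signal means less secretion.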
HT1080-NT tox: qHTS for induction of synthetic lethality in tumor cells producing 2HG: qHTS for the HT-1080-NT fibrosarcoma cell line | HT-1080-NT fibrosarcoma viability, CellTiter-Glo ATP luminescence, 48 h | Potency, µM (titrated, usually from 46.1 µM), without a hit: top-dose activity, negative = less viability, hits mostly cytotoxic | hit rate 1.6% among 360,000 | AID 686970, 2013;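 note: NT is the 2HG producing partner of a matched IDH1 knockdown line; potency is the fitted concentration of half-maximal effect; 0% = DMSO-treated cells and -100% = media-only wells without cells; nearly all actives have a fitted effect of over 55% in size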
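Viability by CellTiter-Glo luminescence after 48 h compound exposure at 37C of HT-1080-NT cells (750/well, RPMI, 5% FBS). % activity scaled between DMSO wells and medium-only wells, then curve-fitted and categorized by curve class.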
KB-V1 MDR tox: qHTS assay for MDR1-selective chemotherapeutics: Primary screen using the drug-selected MDR subline cells KB-V1 | KB-V1 MDR cells viability, CellTiter-Glo, 72 h | Potency, µM (titrated, usually from 46.1 µM), for the others: at the highest dose activity change, negative = cytotoxicity, actives largely listed as cytotoxic | AID 1347076, 2019 | hit rate 3.4% among 400,000; note: potency is the fitted concentration of half-maximal effect; % is set by controls: 0 for no effect and ±100 for the full control effect; nearly all actives have a fitted effect of over 60% in size
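Cytotoxicity toward P-gp-expressing KB-V1 cells was determined as loss of CellTiter-Glo luminescence after 72 h at 37 degrees C. Compounds were tested in quantitative HTS format across a concentration range, with curves fitted to normalized data.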
S2 tox: Viability Counterscreen for Primary qHTS for Inhibitors of ATXN expression; S2 cells (HEK-293 line with an ATXN2-luciferase reporter) viability, CellTiter-Fluor protease fluorescence, 24 h; Potency, µM (top dose mostly 56.7 µM), most hits filed as cytotoxic; hit rate 0.49% among 400,000; note: potency is the fitted concentration of half-maximal effect; nearly all actives have a fitted effect of over 40% in size
MCF10A rereplic: A quantitative high throughput screen for small molecules that induce DNA re-replication in MCF 10a normal breast cells. MCF 10A DNA re-replication, Hoechst nuclear intensity, 48 h. Potency, µM (top dose mostly 46.1 µM), inactives show at the top dose activity, positive = re-replication, hits mostly activators. AID 624296, 2012. hit rate 2.9% among 350,000; note: potency is the fitted concentration of half-maximal effect; % of control where 0% means no effect; nearly all actives have a fitted effect of over 50% in size
HT1080 IDH1KD tx: qHTS for induction of synthetic lethality in tumor cells producing 2HG: qHTS for the HT-1080-IDH1KD cell line | Potency, µM (titrated, usually from 46.1 µM), for inactives: at the top dose activity, negative = toxicity, usual class: cytotoxic | HT-1080 IDH1 knockdown viability, ATP luminescence, 48 h | hit rate 2% among 360,000;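 note: potency is the fitted concentration of half-maximal effect; 0% = DMSO wells and -100% = cell-free medium wells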
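Knockdown cells (IDH1KD HT-1080) received compounds 2 h after plating at 750 cells/well and were kept 48 h at 37 °C in 5% FBS RPMI. A CellTiter-Glo luminescence read gave % activity for curve fitting.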
SW480 rereplic: A quantitative high throughput screen for small molecules that induce DNA re-replication in SW480 colon adenocarcinoma cells; Potency, µM (titrated, usually from 46.1 µM), for the others: top-dose re-replication activation, usual class: activators; SW480 DNA re-replication, Hoechst DNA content imaging, 48 h; hit rate 1.8% among 340,000; AID 624297, 2012; note: potency is the fitted concentration of half-maximal effect; % of control where 0% means no effect; nearly all actives have a fitted effect of over 55% in size
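Image-based DNA-content assay: after two days of treatment, nuclei were labelled with the DNA dye Hoechst and imaged, and hits were compounds raising the count of nuclei showing high fluorescence intensity.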
KB-3-1 tox: qHTS assay for MDR1-selective chemotherapeutics: Primary screen using the parental adenocarcinoma cell KB-3-1 | KB-3-1 viability, CellTiter-Glo ATP luminescence, 72 h | Potency, µM (titrated, usually from 46.1 µM), for the others: top-dose activity change, negative = cytotoxic, most hits filed as cytotoxic | hit rate 1.4% among 400,000; note: potency is the fitted concentration of half-maximal effect; % is set by controls: 0 for no effect and ±100 for the full control effect; nearly all actives have a fitted effect of over 60% in size
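Cells are dispensed, compounds pinned in, plates held at 37 °C for 72 h, then CellTiter-Glo is added and luminescence read after 10 minutes. Cell line: parental KB-3-1 in phenol-red-free DMEM, 10% FBS.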
ATXN2 expr inh: Primary qHTS for Inhibitors of ATXN expression. HEK-293 ATXN2-luciferase reporter, luminescence, 24 h. Potency, µM (titrated, usually from 57 µM), inactives show at the top dose activity change, negative = inhibition, usual class: inhibitors. hit rate 0.72% among 360,000. AID 1745845, 2022; note: potency is the fitted concentration of half-maximal effect; % is set by controls: 0 for no effect and ±100 for the full control effect; nearly all actives have a fitted effect of over 55% in size
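ATXN2-luciferase reporter cells (luciferase flanked by upstream and downstream ATXN2 gene portions) were treated 24 h at 37 °C with compounds at up to 57 uM. SteadyGlo luminescence gave expression; GF-AFC fluorescence gave viability.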
* marks the source's active call; other numbers are inactive results; i = inactive; ? = inconclusive; / = not tested or not shown; & = joins results of further samples; [ ] = dose if it differs, or a comment. Unless noted, calls come from the whole dose curve; as a rule, active = well fitted curve in the direction sought with a large enough effect; inconclusive = small, poorly fitted or top-dose-only effect, or another doubt; inactive = no such curve, though single readings can be large; an effect the other way counts as inactive or inconclusive.

SMILES	IL1B secr inh	HT1080-NT tox	KB-V1 MDR tox	S2 tox	MCF10A rereplic	HT1080 IDH1KD tx	SW480 rereplic	KB-3-1 tox	ATXN2 expr inh
COc1cc(C(=O)NCc2nnc(SCC(=O)Nc3cccc(C)c3)o2)cc(OC)c1OC	1	9%	0%	i	-1%	17%	-7%	-2%	7%
COC(=O)Cc1cc(=O)[nH]c(/N=C(\N)Nc2cccc(C)c2)n1	49	21%	0%	i	-3%	18%	-2%	0%	-17%
COc1ccc(-c2oc3ncn4nc(COc5ccc(C)cc5)nc4c3c2-c2ccc(OC)cc2)cc1	/	/	14%	i	/	/	/	10%	10%
Cc1ccc(-n2c(SCC(=O)c3ccccc3)nc3c([nH]c4ccccc43)c2=O)cc1	/	/	1%	i	/	/	/	11%	15%
CCCC(C)NC(=O)COC(=O)c1cccc(NS(C)(=O)=O)c1 (stereo not drawn)	-12	-1%	14%	i	-6%	-1%	-19%	-12%	0%
Cc1cccc2c(C(=O)O)c3cccc(C)c3nc12	11	2%	1%	/	-10%	6%	-13%	1%	-9%
O=C(CSc1ccc2nnc(-c3cccnc3)n2n1)Nc1ccccc1	-12	23%	?	i	-1%	2%	2%	8%	6%
COc1ccccc1N=Nc1ccc(O)c2ncccc12	20	?	?	16µM*	18%	?	10%	1%	/
N#Cc1c(-c2cccs2)nc(SCC(=O)c2ccc(Br)cc2)[nH]c1=O	13	-18%	-6%	i	?	-18%	-9%	2%	0%
CN(CCC1CCCCO1)C(=O)CCc1nnc(Cc2c[nH]c3ccccc23)o1 (stereo not drawn)	10	5%	/	?	-2%	5%	-2%	/	5%
CCC1CCCCN1S(=O)(=O)c1ccc(NC(=O)c2cccnc2)cc1 (stereo not drawn)	59	-2%	0%	i	-1%	-7%	-5%	-4%	-5%
S=C(N/N=C/c1ccc(Cl)cc1)N1CCOCC1	27	4%	-4%	?	?	10%	?	16%	-33%
O=C(C1COc2ccccc2O1)N1CCCCC1 (stereo not drawn)	2	4%	0%	i	-5%	-1%	0%	19%	7%
OCc1cc(CO)c(O)c(CCc2ccccc2)n1	24	18%	3%	i	1%	12%	-3%	0%	4%
CCOC(=O)CNS(=O)(=O)c1ccc(C(=O)O)cc1	8	9%	11%	i	-19%	4%	-5%	10%	6%
COc1ccc(NC(=O)C2Cc3c(-c4cccc(C(N)=O)c4)ccnc3O2)cc1 (stereo not drawn)	0	12µM*	1%	i	/	15µM*	/	?	10%
O=C1CCC(c2ccccc2)(C2CCN(Cc3ccccc3)CC2)C(=O)N1 (stereo not drawn)	-7	-18%	-12%	i	-1%&2%	-1%	1%&-2%	-1%	-3%
Cc1cccc(C)c1NC(=S)N(Cc1ccccc1)Cc1cccs1	?	-16%	?	i	11%	-6%	0%	-7%	-14%
CNC(=O)CSc1nnc(COc2ccc(Cl)cc2)n1CCOC	-2	12%	-2%	i	23%	3%	-2%	-1%	-3%
Cn1nnnc1SCC(=O)c1cccs1	-15	-6%	1%	i	12%	?	-3%	3%	3%
O=C(NC(=O)N1CCN(c2cccc(Cl)c2)CC1)c1ccc(Cl)cc1	-29	?	?	i	5.2µM*	0%	0%	-26%	-19%
CCOC(=O)N1CCN(C(=S)NCCOC)CC1	19	-5%	0%	/	-7%	-5%	-9%	-1%	/
COc1ccc(C(=O)C2CCCN(C(=O)C3CCOCC3)C2)c(C)c1 (stereo not drawn)	5	-1%	6%	i	16%	0%	6%	16%	3%
O=C(c1ccccc1)N1CCN(c2ncnc3sc4c(c23)CCC4)CC1	0	-5%	0%	i	17%	-26%	12%	0%	-21%
COc1ccc(NC(=O)CSc2nc3ccccc3[nH]2)cc1	/	/	0%	i	/	/	/	4%	1%

6 successive compounds from above, quoted:
SMILES	IL1B secr inh	HT1080-NT tox	KB-V1 MDR tox	S2 tox	MCF10A rereplic	HT1080 IDH1KD tx	SW480 rereplic	KB-3-1 tox	ATXN2 expr inh
Cc1cccc(C)c1NC(=S)N(Cc1ccccc1)Cc1cccs1	?	-16%	?	i	11%	-6%	0%	-7%	-14%
CNC(=O)CSc1nnc(COc2ccc(Cl)cc2)n1CCOC	-2	12%	-2%	i	23%	3%	-2%	-1%	-3%
Cn1nnnc1SCC(=O)c1cccs1	-15	-6%	1%	i	12%	?	-3%	3%	3%
O=C(NC(=O)N1CCN(c2cccc(Cl)c2)CC1)c1ccc(Cl)cc1	-29	?	?	i	5.2µM*	0%	0%	-26%	-19%
CCOC(=O)N1CCN(C(=S)NCCOC)CC1	19	-5%	0%	/	-7%	-5%	-9%	-1%	/
COc1ccc(C(=O)C2CCCN(C(=O)C3CCOCC3)C2)c(C)c1 (stereo not drawn)	5	-1%	6%	i	16%	0%	6%	16%	3%

Reprinted at random: 2 entries already listed
SMILES	IL1B secr inh	HT1080-NT tox	KB-V1 MDR tox	S2 tox	MCF10A rereplic	HT1080 IDH1KD tx	SW480 rereplic	KB-3-1 tox	ATXN2 expr inh
CCOC(=O)N1CCN(C(=S)NCCOC)CC1	19	-5%	0%	/	-7%	-5%	-9%	-1%	/
Cc1ccc(-n2c(SCC(=O)c3ccccc3)nc3c([nH]c4ccccc43)c2=O)cc1	/	/	1%	i	/	/	/	11%	15%

Next entries:
SMILES	IL1B secr inh	HT1080-NT tox	KB-V1 MDR tox	S2 tox	MCF10A rereplic	HT1080 IDH1KD tx	SW480 rereplic	KB-3-1 tox	ATXN2 expr inh
COc1cc(C(=O)NC2=NCCS2)ccc1OCc1c(C)noc1C	-5	-10%	-30%	i	?	-4%	-12%	20%	9%
Cc1ccc(C)c(C(=O)COc2ccc(C)nc2[N+](=O)[O-])c1	42	?	0%	i	?	?	?	-13%	31%
Clc1ncnc2c1oc1ccccc12	/	-20%	-19%	i	7%	-13%	30%	?	117%[activator]
COc1cc(CCC(=O)Nc2cccc(C(F)(F)F)c2)cc(OC)c1OC	1	12%	-2%	i	?	9%	4%	2%	-12%
COc1cccc(-n2cc(CNCc3cn(C)nc3-c3ccccc3F)cn2)c1	-2	-26%	-1%	i	11%	?	1%	-15%	-23%
O=C1/C(=C/c2ccccc2)NC(=S)N1C(c1ccccc1)c1ccccc1	19	?	?	?	?	9.2µM*	?	?	-16%
COc1ccc(Cl)cc1NC(=O)CN(C)C(=O)Cc1ccc(-c2ccccc2)cc1	?	3%[9.24 µM]	-15%	i	15%	-21%	-14%	-2%	-9%
COCc1cccc(C(=O)NC(c2ccccc2)c2ccccc2)c1	-15	8%	-14%	i	-2%	0%	1%	2%	-12%
Cc1onc(-c2ccccc2)c1C(=O)NC(=S)NNC(=O)c1ccc(O)cc1	61	-15%	-30%	i	19%	?	16%	?	-34%
O=c1c2c([nH]c3ccc(Br)cc13)CCCC2	-10	1%	8%	i	22%	-3%	-7%	-1%	-15%
CCOc1ccc(S(=O)(=O)/N=C(\N)c2ccccc2)cc1	-11	-23%	-23%	i	-5%	-2%	23%	-16%	-22%
CCc1cc(C(=O)N=Nc2c(O)[nH]c3ccc([N+](=O)[O-])cc23)c2ccccc2n1	28	?	-19%	i	0%	?	-2%	11%	-12%
O=C(Nc1ccccc1)c1cccc(N2C(=O)CCC2=O)c1	6	15%	0%	i	-1%	16%	-3%	-3%	0%
Cc1cccc(CC(=O)N2CCCC2)c1	6	3%	28%	i	-2%	1%	17%	6%	5%
COc1ccc(N(CC(=O)NCCSc2ccccc2)S(=O)(=O)c2ccccc2)c(OC)c1	-29	-1%	?	i	?	-5%	?	-28%	-13%
CNc1snc(C)c1C(=O)OCC(=O)c1ccc(OC)c(F)c1	-3	-1%	?	i	7%	-2%	?	-25%	-27%
O=C(COC(=O)c1ccccn1)Nc1c(Cl)cccc1Cl	14	11%	-4%	i	-7%	15%	0%[9.22 µM]	-2%	6%
CC(C)CCn1c(SCC(=O)NC2CC2)nc2cc(Cl)ccc2c1=O	11	1%	-6%	i	12%	1%	-3%	1%	-7%
CCn1c(CNC(=O)c2ccc(OC)cc2)nnc1SCC(=O)Nc1ccc(OC)cc1	/	/	5%	i	/	/	/	-10%	5%

Quoted from the listing:
Under ATXN2 expr inh, COc1cccc(-n2cc(CNCc3cn(C)nc3-c3ccccc3F)cn2)c1 is listed with -23%
Under ATXN2 expr inh, Cc1cccc(CC(=O)N2CCCC2)c1 is listed with 5%
Under SW480 rereplic, Cc1onc(-c2ccccc2)c1C(=O)NC(=S)NNC(=O)c1ccc(O)cc1 is listed with 16%
Under ATXN2 expr inh, CC(C)CCn1c(SCC(=O)NC2CC2)nc2cc(Cl)ccc2c1=O is listed with -7%
Under IL1B secr inh, Cc1ccc(C)c(C(=O)COc2ccc(C)nc2[N+](=O)[O-])c1 is listed with 42

Rows are unselected; 11% or so of the library scored in one or more.
